TDP1 cell noCPT = qHTS for Inhibitors of human tyrosyl-DNA phosphodiesterase 1 (TDP1): qHTS in cells in absence of CPT | DT40 Tdp1-/- hTDP1 cells, no CPT, ATP luminescence, 48 h | Potency, µM (titrated, usually from 46.2 µM), for inactives: at the top dose activity change, negative = growth inhibition, usual class: inhibitors | 420,000 compounds, 15% hits; also: nearly all actives have a fitted effect of over 55% in size
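Camptothecin absent (DMSO only). Human TDP1-complemented DT40 knockout cells, 400 cells/well, 37 °C for minimum 48 hr; ATP measured via CellTiter-Glo, 30 min dark incubation, luminescence.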
TDP1 cell CPT = DT40-hTDP1 cell growth loss with CPT | AID 686979 | Potency, µM (highest dose often 46.2 µM), for the others: at the highest dose activity change, negative = growth inhibition, usual class: inhibitors | chicken DT40 Tdp1-/-;hTDP1 cells + 20 nM CPT, ATP luminescence, 48 h | 420,000 compounds, 12% hits; also: nearly all actives have a fitted effect of over 55% in size
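Chicken DT40 Tdp1-/- cells stably complemented with human TDP1 were seeded at 400 cells/well in medium containing 20 nM camptothecin, exposed to pin-transferred compounds, and grown at 37 °C for at least 48 hr. Viability was read as ATP luminescence.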
TDP1 block = blocks human tyrosyl-DNA phosphodiesterase 1; Q9NUW8; recombinant TDP1, AlphaScreen DNA substrate cleavage; Potency, µM (doses to about 130 µM), inactives show at the top dose activity change, negative = inhibition, hits mostly inhibitors; 350,000 compounds, 0.28% hits; AID 485290; also: nearly all actives have a fitted effect of over 40% in size
Target sequence (Q9NUW8 whole entry, looked up): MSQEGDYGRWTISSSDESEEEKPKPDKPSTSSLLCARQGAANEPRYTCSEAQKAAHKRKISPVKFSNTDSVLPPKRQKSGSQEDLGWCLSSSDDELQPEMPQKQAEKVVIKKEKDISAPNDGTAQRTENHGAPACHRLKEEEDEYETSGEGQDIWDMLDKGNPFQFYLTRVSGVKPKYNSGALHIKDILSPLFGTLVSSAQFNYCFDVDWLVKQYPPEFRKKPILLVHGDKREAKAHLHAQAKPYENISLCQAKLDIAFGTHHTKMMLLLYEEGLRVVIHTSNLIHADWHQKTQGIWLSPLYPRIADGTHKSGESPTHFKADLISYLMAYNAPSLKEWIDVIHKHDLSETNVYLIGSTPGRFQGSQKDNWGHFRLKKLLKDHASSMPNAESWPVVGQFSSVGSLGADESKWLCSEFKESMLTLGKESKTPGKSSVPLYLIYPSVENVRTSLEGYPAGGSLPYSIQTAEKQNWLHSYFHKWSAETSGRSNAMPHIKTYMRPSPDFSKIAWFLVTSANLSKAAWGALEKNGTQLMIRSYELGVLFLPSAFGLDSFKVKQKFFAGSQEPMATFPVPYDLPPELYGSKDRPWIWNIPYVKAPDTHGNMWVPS
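AlphaScreen read-out: signal falls as enzyme removes the 3' tyrosine-FITC from a 5'-biotinylated DNA oligo (15 nM, 5 min, RT). Enzyme was E. coli-made recombinant Tdp1 at 1 nM, exposed to compound for 15 min beforehand; beads 10 ug/ml, 10 min.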
* marks the source's active call; other numbers are inactive results; u = inconclusive; x = no result given; [ ] = remark or other dose. Calls follow the shape of the dose curve; as a rule, active = well fitted curve in the direction sought with a large enough effect; inconclusive = small, poorly fitted or top-dose-only effect, or another doubt; inactive = no such curve, though single readings can be large; an effect the other way counts as inactive or inconclusive. % is scaled to controls: 0 for no effect and ±100 for the full control effect; potency is read from the fitted curve at half-maximal effect.

Values run as follows: TDP1 block, TDP1 cell CPT, TDP1 cell noCPT
- COc1ccc([C@H]2C[C@@H](n3cc(-c4ccc(F)cc4)nn3)[C@H](O)CN2CC2CCCCC2)cc1
 : x, u, u
- CCOC(=O)/C(C#N)=C/c1cn(CCC(=O)O)nc1-c1ccc(Br)cc1
 : 4%, -3%, -7%
- CC(C)NC(=O)N1CCCC2(CCN(C(=O)c3cccc(F)c3)CC2)C1
 : x, 9%, 0%
- Cc1cccc(C(CC(=O)NCc2ccco2)c2ccccc2)c1O (centres undefined)
 : 4%, -25%, -17%
- C=CCCC(=O)N1C[C@H]2CON(C)[C@H]2C[C@H]1c1ccc(-n2ccnc2)cc1
 : x, -16%, 1%
- Cc1c(Cl)cccc1NC(=S)NCC(c1cccnc1)N(C)C (centres undefined)
 : 3%, -1%, -7%
- CN(C)/C=C1\N=C(c2ccc(Cl)cc2Cl)OC1=O
 : 6%, 9%, -14%
- C/C=C(\C)C(=O)N1CC2(CC(c3cccc(NC(=O)CCCCC)c3)=NO2)C[C@@H]1C(N)=O (some centres undefined)
 : 2%, -17%, -6%
- CC(=O)C1CCC2C3CCC4CC(=O)CCC4(C)C3C(C)(O)CC12C (centres undefined)
 : x, -4%, u
- CC(C)C(=O)Nc1c(-c2cccc(Cl)c2)c(=O)c2ccccc2n1C
 : x, 18µM*, 23µM*
- CCc1nc2ccc(C(=O)NCCNC(C)=O)cn2c1N(C)CCCc1ccccc1
 : x, -25%, u
- CC1CCN(Cc2nc3c(c(=O)n(C)c(=O)n3C)n2CCCc2ccccc2)CC1
 : 0%, u, 16µM*
- COc1ccc(Br)cc1CNC(C)c1ccccc1 (centres undefined)
 : 3%, u, 29µM*
- O=C(c1ccc(F)cc1)C(CCCCCC(CN1CCOCC1)C(=O)c1ccc(F)cc1)CN1CCOCC1 (centres undefined)
 : 4%, u, 18µM*
- CCCN1CCN(c2nc(-c3cccs3)nc3ccccc23)CC1
 : 0%, u, u
- CCN(C(=O)COC(=O)c1ccc(SC)cc1OC)C1CCS(=O)(=O)C1 (centres undefined)
 : -4%, -4%, 7%
- NC(=O)CSc1nnc(Cc2csc(Nc3ccccc3)n2)n1Cc1ccccc1
 : 7%, -17%, -18%
- CCOC(=O)CCc1n[nH]c(=O)[nH]c1=O
 : 2%, -8%, -7%
- O=C(NCC1Cc2cccc(-c3cnccn3)c2O1)c1ccc(F)c(Cl)c1 (centres undefined)
 : x, 0%, -12%
- CCN1CCN(CCCNC(=O)CCC(=O)N2CCOc3ccccc32)CC1
 : x, -6%, -2%
- O=C1NC(=NCc2ccccc2)S/C1=C/c1ccc(O)cc1
 : 3%, u, 12µM*
- CN(C)c1nc(N2CCOCC2)nc(N(c2ccccc2)c2ccccc2)n1
 : 3%, -3%, 4%
- O=C(NCCN1CCOCC1)c1ccc(Cl)c(Cl)c1
 : x, 24%, 4%
- O=C(c1cccc(N2C(=O)c3ccccc3C2=O)c1)N1CCCCCC1
 : 2%, 1%, 15%
- O=C(CSC1=NCCN1)Nc1cccc([N+](=O)[O-])c1
 : 6%, 15µM*, 21µM*
- CCn1cc(C(=O)O)c(=O)c2cc(S(=O)(=O)N3CCCCCC3)ccc21
 : 1%, 0%, 6%
- COc1ccc(-c2nnn(CC(=O)N(Cc3cccs3)C(C)C(=O)NC3CCCC3)n2)cc1OC (centres undefined)
 : 6%, 29µM*, u
- COc1ccc(Br)c(C(=O)Nc2cc3c(cc2N2CCCC2)n(C)c(=O)c(=O)n3C)c1
 : 8%, 16µM*, 21µM*
- COc1ccc(NS(=O)(=O)c2ccc(SC)cc2)cc1
 : 5%, u, -9%
- C/C(=N\NC(=S)NC(C)C)c1ccc(-n2ccnc2)cc1
 : 7%, 3.3µM*, 4.1µM*

Quoted from the entries so far, four compounds:
Values run as follows: TDP1 block, TDP1 cell CPT, TDP1 cell noCPT
- COc1ccc(-c2nnn(CC(=O)N(Cc3cccs3)C(C)C(=O)NC3CCCC3)n2)cc1OC (centres undefined)
 : 6%, 29µM*, u
- COc1ccc(Br)c(C(=O)Nc2cc3c(cc2N2CCCC2)n(C)c(=O)c(=O)n3C)c1
 : 8%, 16µM*, 21µM*
- COc1ccc(NS(=O)(=O)c2ccc(SC)cc2)cc1
 : 5%, u, -9%
- C/C(=N\NC(=S)NC(C)C)c1ccc(-n2ccnc2)cc1
 : 7%, 3.3µM*, 4.1µM*

Part of the list above, reformatted.
compound	TDP1 block	TDP1 cell CPT	TDP1 cell noCPT
C=CCCC(=O)N1C[C@H]2CON(C)[C@H]2C[C@H]1c1ccc(-n2ccnc2)cc1	x	-16%	1%
CC(C)NC(=O)N1CCCC2(CCN(C(=O)c3cccc(F)c3)CC2)C1	x	9%	0%
CCOC(=O)CCc1n[nH]c(=O)[nH]c1=O	2%	-8%	-7%
O=C(CSC1=NCCN1)Nc1cccc([N+](=O)[O-])c1	6%	15µM*	21µM*

Next part.
Values run as follows: TDP1 block, TDP1 cell CPT, TDP1 cell noCPT
- O=C1/C(=C/c2ccc(C(=O)O)cc2)CCC/C1=C\c1ccc(C(=O)O)cc1
 : 0%, -3%, -14%
- COc1ccc2c(C)c(CCC(=O)NCc3ccc(Cl)cc3)c(=O)oc2c1C
 : 2%, -22%, u
- O=C(COc1ccc(Cl)cc1)OCc1cc(=O)n2nc(C3CC3)sc2n1
 : 8%, -15%, -6%
- CCn1c(Cc2ccccc2)nnc1SCC(=O)Nc1ccc(OC)cc1
 : -4%, -4%, -12%
- Cc1ccc(C)n1-c1nnc(N2CCCC(C(=O)NCc3cccc(Cl)c3)C2)s1 (centres undefined)
 : 5%, 21µM*, 12µM*
- CC(=O)NC(CCS(C)(=O)=O)C(=O)Nc1cccc(C(C)=O)c1 (centres undefined)
 : 1%, 7%, -5%
- Cc1ccccc1NC(=O)N1CCN(c2ncccn2)CC1
 : 8%, -9%, 21%
- CO[C@@H]1CN(C)C(=O)c2cc(NC(=O)Nc3ccc4c(c3)OCO4)ccc2OC[C@@H](C)N(C)C[C@H]1C
 : x, 12%, 3%
- COCCNC(=O)CCCn1c(SCc2ccccc2C)nc2c(sc3ccccc32)c1=O
 : 7%, u, u
- CN(C(=O)COC(=O)c1cccc(S(=O)(=O)N2CCOCC2)c1)C1CCS(=O)(=O)C1 (centres undefined)
 : x, -11%, 9%
- COc1ccc(-c2nnc(Nc3ccc(OCC(N)=O)cc3)c3ccccc23)cc1
 : 3%[12.3 µM], -26%, u
- O=C(Oc1ccccc1)c1cc2ccccc2oc1=O
 : 0%, 21%, 1%
- COc1cccc(OC)c1-c1cc(CCCc2cc(-c3c(OC)cccc3OC)nc3ccccc23)c2ccccc2n1
 : x, u, 13µM*
- CN(C)c1ncc2nc(-c3ccccc3)c(=O)n(C3CC3)c2n1
 : x, 5%, u
- Clc1ccc(-c2c[n+](Cc3cccc(Cl)c3)c3n2CCC3)cc1
 : 8%, 10µM*, 8.2µM*
- CC(C)(C)c1ccc(SCC(N)=O)cc1
 : 0%, 11%, -25%
- CC(C)C(=O)N1CCN(c2ccccc2NC(=O)c2ccc3c(c2)OCCO3)CC1
 : x, -8%, -3%
- NS(=O)(=O)c1ccc(CCNC(=O)c2cc([N+](=O)[O-])ccc2N2CCCCC2)cc1
 : x, 3%, u
- Cc1cc(=O)oc2cc(OCC(=O)OC(C)C(=O)Nc3ccc(S(N)(=O)=O)cc3)ccc12 (centres undefined)
 : 3%, -4%, 6%
- O=C(COc1ccc(Cl)cc1)NNC(=O)c1ccccc1C(=O)O
 : 1%, 21%, -11%
- COc1ccccc1C(=O)N1CCOc2ccc(C(C)(O)CCn3cccn3)cc2C1 (centres undefined)
 : x, -14%, -16%
- COc1ccccc1-n1cnnc1SCc1csc(-c2ccccc2)n1
 : 4%, u, u
- Cn1c(SCC(=O)N2CCN(c3ccccc3)CC2)nnc1-c1ccncc1
 : 3%[56.1 µM], 1%, 8%
- COc1ccccc1N1CCN(C(=O)C(=O)c2c(C)[nH]c3ccccc23)CC1
 : 3%, -16%, -29%
- O=C(/C(N=Nc1cccc(C(F)(F)F)c1)=C(/O)c1cccs1)C(F)(F)F
 : 12%, u, 21µM*
- COc1ccc(NC(=O)C(C)SCc2ccccc2)cc1OC (centres undefined)
 : 3%, -13%, u
- COc1ccc(Br)cc1CNC(=O)c1ccc2c(c1)N(Cc1ccc(C)cc1)CCS2
 : -2%, u, u
- NC(c1csc(Nc2ncccn2)n1)C1CCCCC1 (centres undefined)
 : x, u, u
- CCC(=O)c1ccc(OCC(=O)OCC(=O)N2c3ccccc3NC(=O)C2(C)C)cc1
 : x, -13%, -15%
- CCCCCCCC(=O)NNC(=O)c1ccc(F)cc1
 : 4%, 0%, 3%
- CC(C)[C@H](NS(=O)(=O)c1ccccc1)C(=O)OCc1cc([N+](=O)[O-])cc2c1OCOC2
 : x, -17%, u
- CC(=O)Nc1scc(C)c1-c1nc2ccccc2s1
 : x, 6%, -27%
- CCn1c(SCc2c(Cl)cccc2Cl)nnc1-c1nn(-c2ccccc2)ccc1=O
 : 4%, u, u
- CC1(C)C(=O)Nc2ccccc2N1C(=O)COC(=O)c1cccnc1Cl
 : -12%, 2%, 2%
- CCOC(=O)C1=C(N)n2c(s/c(=C\c3ccco3)c2=O)=C(C(=O)OCC)C1c1ccco1 (centres undefined)
 : 3%, 5.6µM*, 5µM*
- Cc1cc(C)cc(NC(=O)CCN2C(=O)c3ccccc3C2=O)c1
 : x, -5%, -12%
- CC(=O)C1=C(O)C(=O)N(c2ccccn2)C1c1ccccc1[N+](=O)[O-] (centres undefined)
 : x, u, 16µM*
- Cc1cc(C)cc(NC(=O)Nc2ccc(NC(=O)c3ccccc3O)cc2)c1
 : x, u, 21µM*
- COc1ccc(C(=O)NCC(=O)NCc2ccc3c(c2)OCO3)cc1[N+](=O)[O-]
 : x, -13%, -6%
- Cc1ccc(N2CC(c3nc4ccccc4n3C)CC2=O)cc1 (centres undefined)
 : 4%, 16%, -12%
- Nc1cc(=O)[nH]c(SCC(=O)Nc2ncc(C(F)(F)F)cc2Cl)n1
 : -5%, 17%, -1%
- O=S(=O)(NC1CCCCC1Oc1ccccc1)c1ccc(Cl)cc1 (centres undefined)
 : 1%, -11%, u
- O=C(Nc1ccc(N2CCCCC2)cc1)c1cc(S(=O)(=O)N2CCOCC2)ccc1F
 : 8%, u, u
- O=C(NNC(=O)C1CCN(c2ncccn2)CC1)c1ccc(F)cc1
 : -3%, 1%, 5%
- FC(F)(F)c1cc(-c2cccs2)nc(N2CCOCC2)n1
 : x, u, u
- Cc1ccc(C(=O)N2CC3(C(C)C)CN(C(=O)c4ccc(C)cc4)CC(C(C)C)(C2)C3=O)cc1
 : 6%, u, 15µM*
- COc1ccc(C(=O)Nc2ccncc2)cc1OC
 : -2%, u, -28%
- COc1ccc(C)cc1S(=O)(=O)N1CCN(C(=O)c2ncoc2-c2cccc(C)c2)CC1
 : 11%, u, -28%
- COc1ccc(-c2nc(C(=O)Nc3cccc(C(C)=O)c3)nn2-c2ccccc2Cl)cc1
 : 0%, 18µM*, 16µM*
- Cc1c(Cl)cccc1NC(=S)N(CCN(C)C)C(C)c1ccco1 (centres undefined)
 : 0%, u, u
- N#Cc1ccsc1NC(=O)C1CCN(S(=O)(=O)c2cccs2)CC1
 : 5%, 1%, -19%
- CCOC(=O)CSc1nc2cc(C(=O)N3CCC(C(N)=O)CC3)ccc2c(=O)n1-c1ccccc1
 : -5%, -23%, -11%
- COc1ccccc1-c1coc2c(CN(C)C)c(O)ccc2c1=O
 : x, -6%, -2%
- N#CCC(=O)Nc1ccc(C(=O)OCC(=O)c2ccc3c(c2)OCCO3)cc1
 : 11%, u, 18µM*
- O=S(=O)(Cc1ccccc1)NCCc1cccc(Cl)c1
 : 0%, 34%[activator], 5%
- O=C/C=C/c1coc2ccc3ccccc3c2c1=O
 : x, u, u
- Cc1cccc(NS(=O)(=O)c2cccc(C(=O)NCCCN3CCCC3=O)c2)c1
 : x, -12%, -19%
- CC(C)C1C(=O)N(Cc2cn(CCC3OCCO3)nn2)CCS(=O)(=O)N1Cc1ccc(-c2ccccc2Cl)cc1 (centres undefined)
 : x, 16µM*, 15µM*
- Cc1ccc(-c2cc(=O)c3ccc(Cl)cc3[nH]2)cc1
 : 5%[234 µM], 0%, -16%
- Cc1nn(C(C)(C)C)c(NC(=O)c2ccc(Cl)cc2Cl)c1Br
 : x, 0%, -18%
- CCC(=O)Nc1cccc(NC(=O)c2ccccc2Cl)c1
 : -1%, 7%, 6%
- O=C(O)c1c(CNCc2cccc(F)c2)c2ccccc2n1Cc1ccccc1
 : -1%, u, u

3 entries drawn at random from those above, as already listed:
Values run as follows: TDP1 block, TDP1 cell CPT, TDP1 cell noCPT
- CC1(C)C(=O)Nc2ccccc2N1C(=O)COC(=O)c1cccnc1Cl
 : -12%, 2%, 2%
- Nc1cc(=O)[nH]c(SCC(=O)Nc2ncc(C(F)(F)F)cc2Cl)n1
 : -5%, 17%, -1%
- O=S(=O)(NC1CCCCC1Oc1ccccc1)c1ccc(Cl)cc1 (centres undefined)
 : 1%, -11%, u
